pAkt inh: Akt phosphorylation inhibition; 360,000 tested, 0.32% active; activity change, % for hits at 50 µM; Neuro2A IGF-stimulated pAkt S473 HTRF, 20 min; hits give low values; AID 651550; in the data active means activity change below about -80%; inconclusive means mostly about -51% to -80%; further: on the % scale 0 is the no-effect control and ±100 the full control effect
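Single-point screen (50 µM final compound) in Neuro2A cells stimulated 20 min with 6 nM IGF at 37 deg C. After lysis, Ser473-phosphorylated Akt read by HTRF (ex 330 nm, em 615/665 nm) as the 665/615 ratio.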
Nrf2 inh: blocks Nrf2 signaling. A549 ARE-Fluc reporter, luciferase luminescence, 18-24 h. Potency, µM (series often up to 46 µM), for the others: top-dose activity change, negative = inhibition, usual class: inhibitors. 360,000 tested, 2.1% active. AID 504444; further: potency means the concentration at half of the fitted maximal effect; on the % scale 0 is the no-effect control and ±100 the full control effect; nearly all actives have a fitted effect of over 60% in size
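Quantitative HTS in A549 cells stably bearing an antioxidant response element-firefly luciferase construct. Inhibition of Nrf2-driven transcription was scored by luminescence after 18-24 h of compound exposure at 37 °C.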
TGFb inhibitor: TGF-b pathway inhibition. HepG2 CAGA-GFP TGF-b/SMAD3 reporter, GFP fluorescence, 18 h; TGF-beta stimulated, 500 pg/mL final. Potency, µM (titrated, usually from 46.1 µM), for inactives: at the top dose activity, negative = inhibition, usual class: inhibitors. 410,000 tested, 1.2% active. AID 588855; further: potency means the concentration at half of the fitted maximal effect; on the % scale 0 is the no-effect control and ±100 the full control effect; nearly all actives have a fitted effect of over 65% in size
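HEPG2 CAGA-GFP cells (1000/well, DMEM with 1% FBS) were pre-incubated 2 h at 37 degrees C, given compound by pin tool, then stimulated with TGF-beta at 500 pg/mL final for 18 h before per-cell GFP fluorescence imaging.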
Nrf2 activator: Nrf2 pathway activation. AREc32 ARE-luciferase reporter (MCF7-derived line), luminescence, 24 h. Potency, µM (titrated, usually from 46.1 µM), for the others: at the highest dose activation, hits mostly activators. 410,000 tested, 0.31% active; further: potency means the concentration at half of the fitted maximal effect; % of control where 0% means no effect; nearly all actives have a fitted effect of over 65% in size
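Steps: seed AREc32_Fluc cells (1000/well, 5% FBS OPTI-MEM); incubate overnight at 37 deg C; add 23 nL compound; incubate 24 hr; add Steady-Glo; hold 30 min RT; read luminescence.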
CCT modulator: modulators of cytosolic chaperonin (CCT/TRiC) activity; purified chaperonin ATPase assay, HTRF ADP detection, 30 min; activity change, % (concentration not given with the values), hits read low; 360,000 tested, 0.3% active; AID 651819; in the data active means activity change below about -30%; further: on the % scale 0 is the no-effect control and ±100 the full control effect
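Nucleotide hydrolysis assay: TRiC at 20–40 nM final (set by batch activity) with 10 uM ATP, 30 min at 37 °C, in presence of 76 uM compound. Detection by competitive ADP HTRF, 30 min ambient.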
MmCpn inh: blocks the Methanococcus maripaludis chaperonin Mm-Cpn; purified Mm-Cpn ATPase, ADP Transcreener TR-FRET; Potency, µM (highest dose often 76.9 µM), for the others: at the highest dose activity, negative = inhibition, most hits filed as inhibitors; 330,000 tested, 0.031% active; AID 504842; further: potency means the concentration at half of the fitted maximal effect; on the % scale 0 is the no-effect control and ±100 the full control effect; nearly all actives have a fitted effect of over 80% in size
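ATPase turnover read by TR-FRET ADP competition (Eu cryptate antibody/ADP-d2, 665/590 nm): 10uM ATP final, 25nM Mm-CPN final, 30 min 37degC after 10-min compound preincubation, pH 7.4 Tris/KCl/MgCl2/DTT buffer.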
A549 tox: kills or reduces viability of A549 cells in Nrf2 counter-screen; A549 ARE-Fluc cells, CellTiter-Fluor viability, 18-24 h; Potency, µM (highest dose often 46 µM), for inactives: top-dose activity change, negative = cytotoxicity, hits mostly inhibitors; 390,000 tested, 0.16% active; AID 504648; further: potency means the concentration at half of the fitted maximal effect; on the % scale 0 is the no-effect control and ±100 the full control effect
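A549 ARE_Fluc cells in 5% FBS OPTI-MEM were exposed to compounds in concentration-response for 18-24 h at 37 deg C. Viability was read by CellTiter-Fluor fluorescence (Ex 405/Em 525) after 30 min, before the luciferase read.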
HepG2 viability: counter-screen for TGF-b inhibitors: cytotoxicity in HepG2 cells. AID 588856. 410,000 tested, 0.76% active. Potency, µM (highest dose often 46.1 µM), without a hit: at the top dose activity change, negative = cytotoxicity, actives largely listed as cytotoxic. HepG2 CAGA-GFP viability, ATP luminescence, 18 h; further: potency means the concentration at half of the fitted maximal effect; some results filed as inactive show a strong effect at the top dose
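HepG2 CAGA-GFP cells (1000/well, DMEM with 1% FBS) received compound, then TGF-beta at 500 pg/mL final, and were incubated 18 hours at 37 degrees C. Viability was read by CellTiter-Glo luminescence. Media-only wells were set as complete cell-killing and DMSO as no toxicity.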
Abeta rescue: A-beta toxicity reversal in yeast. yeast expressing A-beta42, growth rescue, OD600, 48 h; response scale: 0% DMSO, 100% iron-clioquinol control. Potency, µM (doses to about 46.1 µM), inactives show top-dose growth rescue, most hits filed as activators. 410,000 tested, 0.063% active; further: potency means the concentration at half of the fitted maximal effect; nearly all actives have a fitted effect of over 55% in size
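Yeast A-beta toxicity model in growth medium with pinned compounds, 48 h at 30 C; growth read as absorbance at 600 nm. Normalized to FeCl3/clioquinol equimolar mix (positive) and DMSO (negative).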
An asterisk follows results filed as active; i = inactive; u = inconclusive; x = no result given; & = joins results of further samples; [ ] = dose if it differs, or a comment. Unless noted, the call rests on the fitted dose curve; in most records, active means well fitted curve in the direction sought with a large enough effect; inconclusive means small, poorly fitted or top-dose-only effect, or another doubt; inactive means no such curve, though single readings can be large; an effect the other way counts as inactive or inconclusive. This is a random part of the collection; about 4.3% have a hit in one of these screens.

Below each SMILES: Abeta rescue	pAkt inh	MmCpn inh	A549 tox	Nrf2 inh	CCT modulator	HepG2 viability	Nrf2 activator	TGFb inhibitor
CC(=O)N(C)C[C@@H]1Oc2ncc(Br)cc2C(=O)N([C@H](C)CO)C[C@@H]1C
 : -2%	i	x	x	x	-1.1	-15%	-0.6%	5%
COc1cc(NC(=O)Cc2ccc(F)cc2)cc(OC)c1OC
 : -8%	i	-5%	-4%	-4%	0.4	-11%	2.1%	0%
CCOc1ccc(S(=O)(=O)N2CCC(C(=O)N3CCN(c4ccccc4)CC3)CC2)cc1
 : -11%	i	-1%	11%	1%	1.9	0%	1.7%	10%
COC(=O)c1ccc(Sc2ccc(F)cc2)c(N)c1
 : u	i	-4%	3%	10%	-1.4	7%	4.1%	-16%
O=C(OCCCCN1C(=O)c2ccccc2C1=O)c1ccc(S(=O)(=O)N2CCCC2)cc1
 : 5%	x	1%	-6%	15%	0.5	-3%	-0.5%	-29%
CNC(=O)c1ccc(NC(=O)C2CCN(S(=O)(=O)c3cccc(C(F)(F)F)c3)CC2)cc1
 : -7%	i	1%	-3%	9%	1.2	-16%	0.4%	-3%
CCOc1cc(S(=O)(=O)N(CC)CC)c(OCC)cc1-n1cnnn1
 : -11%	i	0%	1%	-22%	0.1	-3%	-0.3%	-8%
CC(=O)Nc1cccc(C(=O)OCC(=O)c2ccc(S(=O)(=O)N3CCCCC3)cc2)c1
 : -5%	i	1%	0%	-18%	-0.6	1%	-0.8%	u
COc1cc(-c2noc(C)c2/C=C/c2ccc(OC(C)=O)cc2)cc(OC)c1OC
 : 9%	i	1%	-11%	16%	-1.2	-1%&-3%	14%	u
Cc1oc(-c2ccccc2Cl)nc1CS(=O)(=O)CC(=O)NCc1ccc(F)cc1
 : -3%	x	x	1%	5%	x	-20%	-0.7%	u
Cc1cccc(N/C=C/C(=C(C#N)C#N)N(C)C)c1
 : -9%	i	-1%	-3%	5%	-3.4	8%	0.4%	7%
O=C(c1ccco1)N1CCN(C(=O)C23CC4CC(CC(C4)C2)C3)CC1
 : -2%	i	2%	2%	-5%	-1.6	-25%	2.7%	8%
CCOC(=O)NC(=O)c1cn(Nc2ncc(C(F)(F)F)cc2Cl)c(=O)[nH]c1=O
 : -1%	i	-1%	1%	-24%	0.3	-29%	0.2%	-4%
CCC(=O)Nc1nnc(S(=O)(=O)N(CC(C)C)c2ccccc2)s1
 : -10%	i	0%	0%	2%	-3.4	-22%	-0.7%	-1%
COCCC(=O)N1CCOCC1c1cc(C(=O)NCc2ccccc2)no1 (stereo not given)
 : -4%	i	x	x	x	1.6	4%	0.0%	8%
Cn1c(SCC(=O)c2ccc(F)cc2)ncc(C(=O)Nc2ccccc2)c1=O
 : -1%	i	-1%	-2%	12%	-2.6	1%	1.5%	-11%
O=C(CC1C(=O)NCCN1C(=O)c1ccc([N+](=O)[O-])cc1)Nc1cccc(Cl)c1 (stereo not given)
 : 2%	i	-1%	0%	1%	1.5	-6%	-0.4%	-11%
O=C(NCC1CCCO1)c1ccc(CS(=O)(=O)c2ccc(Br)cc2)o1 (stereo not given)
 : 2%	i	1%	6%	14%	0.0	0%	-0.1%	-5%
CCC(=O)NC(=S)Nc1cccc(NC(=O)CC)c1
 : 6%	i	1%	-1%	10%	-0.6	-4%	0.3%	-2%
COc1ccccc1NS(=O)(=O)c1cc(C(=O)NC2CC(C)(C)NC(C)(C)C2)ccc1Cl
 : -13%	i	x	-4%	9%	2.7	-11%	-0.6%	-2%
CCOc1ccc2[nH]c(C)c(CN(C)C)c(=O)c2c1
 : 24%	i	0%	1%	11%	-2.3	3%	-0.5%	-2%
Cc1cccc(N(CC(=O)NCc2ccccc2)C(=O)CCC(=O)Nc2nccs2)c1
 : -8%	i	2%	6%	5%	-2.1	0%	2.1%	u
O=C(NC(O)C(=O)c1ccccc1)c1ccc(F)cc1 (stereo not given)
 : -15%	i	0%	2%	-4%	0.6	5%	-0.4%	-1%
Cc1ccc(N2C(=O)C3ON(c4ccccc4)C(c4ccncc4)C3C2=O)c(C)c1 (stereo not given)
 : u	i	1%	0%	u	2.1	0%	-0.3%	19%
NC(=O)C1(N2CCCCC2)CCN(C(=O)CSc2nc3ccccc3[nH]2)CC1
 : 7%	i	1%	1%	12%	-3.7	-1%	-0.1%	8%
Cc1cc(C)c(NC(=O)CNC(=O)CN(C)Cc2ccc(Br)s2)c(C)c1
 : 3%	i	1%	14%	17%	-0.2	6%	2.3%	-28%
CN(C)/C=C(\C(=O)c1ccc(F)cc1F)c1nnnn1-c1ccccc1
 : -12%	i	1%	-2%	-22%	1.9	-11%	-0.1%	-15%
CN1C(=O)C2(c3ccccc31)C1CCCC=C1C(C#N)=C(N)C2(C#N)C#N (stereo not given)
 : 16%	i	-8%	-12%	-8%	-2.1	13%	9.4%	u
Cc1cc(NS(=O)(=O)c2c(C)c(C)cc(C)c2C)no1
 : -22%	i	0%	1%	-14%	-0.7	4%	-0.7%	-1%
COc1cc(OC)c2c(-c3ccccc3)cc(=O)oc2c1C(CCN1CCN(c2ccccc2)CC1)c1ccc(N(C)C)cc1 (stereo not given)
 : 11%	i	-3%	-5%&-8%	13%&1%	0.7	3%&0%	0.7%	u
CCn1c(SCCC(=O)Nc2ccccc2)nnc1-c1ccc(OC)cc1
 : 7%	i	1%	-7%	-6%	0.1	5%	-0.7%	-1%
CC(=O)N1CCc2cc(S(=O)(=O)NCCC(=O)Nc3cccc(C)c3C)ccc21
 : 27%	i	-4%	3%	-20%	0.3	6%	-0.4%	-1%
Cc1ccc(N(CN2C(=O)C3CC=CCC3C2=O)C(=O)c2ccco2)cc1Cl (stereo not given)
 : 12%	i	1%	0%	4%	-0.4	-2%	-0.4%	1%
Cc1ccc(NC(=O)C2CCCN(S(=O)(=O)c3c(C)n[nH]c3C)C2)cc1Cl (stereo not given)
 : -6%	x	x	9%	u	x	-41%	-0.7%	-36%
O=C(NCc1ccco1)c1cccc(-c2ccc3nccn3c2)c1
 : -15%	i	x	x	x	1.9	0%	7.1%	7%
C=C1c2cc(OC)ccc2NC(=O)N1CC
 : -15%	i	4%	0%	-11%	-1.6	0%	1.8%	0%
O=C(NNc1nc(N2CCCC2)nc(N2CCCC2)n1)c1ccccc1
 : 10%	i	x	2%	2%	0.4	-1%	0.3%	6%
Fc1ccc(OCCCCCN2CCCC2)cc1
 : -4%	i	-3%	13%	9%	2.8	3%	-0.8%	9%
O=C(COC(=O)c1ccc(O)cc1)Nc1ccc(S(=O)(=O)N2CCOCC2)cc1
 : -2%	i	0%	-10%	15%	1.7	-10%	-0.2%	-4%
COc1ccccc1C(=O)NCC(=O)OCC(=O)Nc1nnc(-c2ccccc2)o1
 : -6%	i	-2%	0%	-16%	-0.8	4%	0.3%	-7%
O=C1C(Cc2ccc(O)cc2)NC(=S)N1C1CCCCC1 (stereo not given)
 : -1%	i	1%	3%	5%	3.5	10%	-0.2%	2%
COc1ccc(CCN2C(=O)CC(NNC(=O)c3ccccc3Br)C2=O)cc1OC (stereo not given)
 : -10%	i	0%	-2%	-1%	0.1	-2%	-0.9%	11%
COc1ccc(CCN2CC(C(=O)NCCCc3ccncc3)CCC2=O)cc1 (stereo not given)
 : -7%	i	x	x	x	1.9	-50%	-0.5%	3%
Cn1ccnc1SCC(=O)Nc1ccc(Oc2ccccc2)cc1
 : -12%	i	1%	-2%	-1%	1.9	-10%	5.7%	-2%
CN(C)S(=O)(=O)N1CCN(S(=O)(=O)c2ccc3ccccc3c2)CC1
 : 19%	i	-1%	8%	u	1.9	10%	-0.6%	-1%
Cc1nn(-c2ccc(F)cc2)c(Cl)c1/C=N/NC(=O)c1cccs1
 : 7%	i	1%	2%	-3%	-0.8	-51%	2.6%	u
Cc1ccc(OCCC(=O)OCC(=O)c2ccc3c(c2)NC(=O)CO3)cc1
 : -17%	i	-2%	6%	6%	1.8	-3%	-0.1%	10%
O=C(c1ccc2c(c1)N(Cc1ccccc1)C(=O)c1ccccc1S2(=O)=O)N1CCN(c2ccccn2)CC1
 : -3%	x	x	-19%	u	x	6%	0.6%	x
Cc1nc2scc(-c3ccccc3)c2c(=O)n1N
 : -7%	i	1%	-2%	-10%	-1.6	-4%	0.5%	16%
C1=Nc2ccccc2CN1c1ccccc1
 : -1%	i	-1%	1%	u	1.4	-20%	0.5%	4%
CCOCCCn1c(SCc2ccccc2)nnc1-c1ccncc1
 : 3%	i	-1%	-9%	-2%	0.7	5%	-0.7%	12%
C=CCn1c(COc2ccccc2)nnc1SCc1ccc(C#N)cc1
 : -25%	i	-1%	-5%	-15%	0.7	-1%	-0.2%	36%
Cc1ccc(CNc2nccn(-c3cc(C)cc(C)c3)c2=O)cc1
 : -4%	x	x	22%	u	x	-3%	0.6%	-10%
Cc1ccc(C)c(CN2CCNC2=O)c1
 : -7%	i	-3%	-2%[1.84 µM]	8%	-2.0	-4%	-0.5%	1%

Compound profiles (already shown). Order of screens: Abeta rescue, pAkt inh, MmCpn inh, A549 tox, Nrf2 inh, CCT modulator, HepG2 viability, Nrf2 activator, TGFb inhibitor
Entry for O=C(c1ccc2c(c1)N(Cc1ccccc1)C(=O)c1ccccc1S2(=O)=O)N1CCN(c2ccccn2)CC1 → -3%, x, x, -19%, u, x, 6%, 0.6%, x
Entry for Cc1ccc(C)c(CN2CCNC2=O)c1 → -7%, i, -3%, -2%[1.84 µM], 8%, -2.0, -4%, -0.5%, 1%

High-throughput results (PubChem)
